Tat transport: blocks Tat-dependent protein export in E. coli. E. coli MC4100 TorA-mCherry Tat export, fluorescence. inhibition, % at 10 µM. AID 488895. 340,000 tested, 0.036% active;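 active = mean replicate inhibition at least 50% and at least half of replicates individually reaching 50%; inconclusive = only one of the two criteria met; inactive = neither criterion met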;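 note: exported cargo escapes ClpAP degradation while cytoplasmic cargo is degraded and loses fluorescence; 0% = median of neutral control wells and 100% = median of NaSCN control wells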
Wnt act: activators of Wnt/beta-catenin signaling; Wnt/beta-catenin reporter cell assay, activator, plate reader; activation, % at 9.35 µM; 300,000 tested, 1.2% active; AID 743398; in the data active = activation above about 30%, passing the limit was not always enough; inconclusive = no clear call, values can overlap the other calls;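 note: 0% = neutral control wells and 100% = positive control wells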
CAL PDZ FP-1: inhibitors of human CAL PDZ peptide binding. inhibition, % at 20 µM. AID 504414. 330,000 tested, 0.02% active. Q9HD26. purified CAL PDZ, TMR-peptide fluorescence polarization, 1 h;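 active = highest replicate inhibition of at least 40%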;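 note: plate controls were DMSO neutral control wells for no effect and unlabeled competitor peptide control wells for full effect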
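Material – purified CerCALP PDZ construct · Detection – FP readout, S and P plane fluorescence · Measure – percent inhibition from loss of millipolarization · Controls – unlabelled peptide for full inhibition, DMSO wells as neutral · Probe or stimulus – TMR-labelled reporter peptide T*-PRC34 bound in PDZ groove · Times – 1 h at RT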
AddAB inh: less growth of phage-infected E. coli with AddAB; E. coli expressing H. pylori AddAB, absorbance growth; inhibition, % at 11.9 µM; 330,000 tested, 0.29% active; in the data active = inhibition above about 12%;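 note: 0% = vehicle wells of infected cells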
MITF TRPM1 HTS: MITF TRPM1 promoter activation in melanoma cells | activation, % at 12.5 µM | SK-MEL-5 TRPM1-promoter luciferase, 24 h; % of positive control, neutral wells = 0 | 300,000 tested, 0.75% active;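 active = mean activation of at least 80% with every replicate also reaching 80%; inconclusive = mean reaches 80% but some replicate falls short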;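 note: 0% = neutral control wells and 100% = parthenolide positive control wells; values of inactives mirror those of a sister screen read the other way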
phage Ecoli inh: E. coli growth loss with phage present | growth absorbance | inhibition, % at 11.9 µM | 360,000 tested, 0.26% active; in the data active = inhibition above about 11%
SR-BI uptake up: enhances SR-BI lipid uptake from DiI-HDL. CHO ldlA[mSR-BI] cells, DiI-HDL uptake fluorescence, 3 h; 100 = double the neutral-control signal. activation, % at 12.5 µM. 320,000 tested, 0.096% active. AID 504775;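 active = mean replicate activation of at least 60% and every replicate at or above 60%; inconclusive = mean or all-replicate condition met, but not both; inactive = mean below 60% and not all replicates reaching 60%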;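 note: 0% = median plate neutral-control signal and 100% = twice that signal; values of inactives mirror those of a sister screen read the other way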
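Test system: SR-BI-overexpressing, LDLR-lacking CHO cells. Measured by: DiI fluorescence, bottom read. Medium: Ham's F12 with 0.5% BSA, HEPES 25 mM, pH 7.4. Timing: 3 h uptake period with compound, 37 °C.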
SR-BI HDL uptake: mouse SR-BI HDL lipid transfer inhibition; Q61009; ldlA[mSR-BI] CHO cells, DiI-HDL uptake fluorescence, 3 h; inhibition, % at 12.5 µM; 320,000 tested, 0.96% active; AID 488896;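 active = mean replicate inhibition of at least 70% and a set share of replicates each scoring 70 or more; inconclusive = meets just one of the two criteria; inactive = fails both criteria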;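 note: 0% = median of neutral control wells and 100% = median of positive control wells; values of inactives mirror those of a sister screen read the other way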
Target sequence (Q61009 whole entry, looked up): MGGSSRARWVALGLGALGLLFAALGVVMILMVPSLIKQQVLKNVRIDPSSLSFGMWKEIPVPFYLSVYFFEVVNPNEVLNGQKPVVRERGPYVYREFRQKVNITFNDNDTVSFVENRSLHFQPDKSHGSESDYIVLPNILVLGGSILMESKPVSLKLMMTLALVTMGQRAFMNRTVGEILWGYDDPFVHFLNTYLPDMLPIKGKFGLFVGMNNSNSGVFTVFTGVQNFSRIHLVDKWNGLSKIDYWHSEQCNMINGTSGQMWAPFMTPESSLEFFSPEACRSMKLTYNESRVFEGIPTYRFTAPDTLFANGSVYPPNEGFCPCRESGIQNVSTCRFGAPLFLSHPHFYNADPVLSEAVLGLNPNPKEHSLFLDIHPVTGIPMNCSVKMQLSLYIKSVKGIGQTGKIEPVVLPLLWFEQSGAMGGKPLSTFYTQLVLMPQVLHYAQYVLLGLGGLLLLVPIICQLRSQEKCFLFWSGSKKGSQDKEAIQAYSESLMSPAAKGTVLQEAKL
CAL PDZ FP-2: blocks peptide binding to the human CAL PDZ domain; AID 602252; inhibition, % at 24.9 µM; Q9HD26; 300,000 tested, 0.92% active; purified CAL PDZ, TMR-peptide fluorescence polarization, 1 h;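 active = mean inhibition of at least 30% with at least half of replicates also reaching 30%; inconclusive = no clear call, values can overlap the other calls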;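 note: 0% = DMSO neutral control and 100% = excess unlabeled competitor peptide PRC23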
E coli growth: counter-screen for AddAB inhibitors: E. coli growth inhibition. E. coli V3065 growth, OD600 absorbance, 18 h. inhibition, % at 11.9 µM. 330,000 tested, 0.27% active. AID 449728;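 active = inhibition above the campaign's mean inhibition across all tested compounds plus 3 SD, cut at about 9.9% in these data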;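 note: uninfected addAB+ strain grown without phage in ampicillin broth; 0% = DMSO wells and 100% = ciprofloxacin 0.95 µg/ml wells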
Starred values were filed as active, the others as inactive; ? = inconclusive; . = not tested or not shown. The order is random; any-hit rate near 3.6%.

SMILES	Tat transport	Wnt act	CAL PDZ FP-1	AddAB inh	MITF TRPM1 HTS	phage Ecoli inh	SR-BI uptake up	SR-BI HDL uptake	CAL PDZ FP-2	E coli growth
Cc1cc2nccc(-c3ccc(F)cc3)n2n1	-6	-2	0.6	-0.2	-5	3.3	-2	2	5	-0.7
C[C@H](NC(=O)c1ccccc1Cl)C(=O)OCC(=O)NNC(=O)c1cccs1	3	-1	-1.1	-0.9	3	-0.2	25	-25	-1	-2.1
CCc1ccc(NC(=O)C(C)OC(=O)Cc2cc(OC)c(OC)c(OC)c2)cc1 (centres undefined)	3	-5	-0.2	1.1	4	0.7	-9	9	-2	0.0
CCCN(CCC)C(=O)c1ccc2c(c1)S(=O)(=O)c1ccccc1C2=O	2	-3	0.2	-1.3	-11	1.7	-30	30	-3	-1.8
CC(C)COC(=O)N1C[C@H](O)C[C@H]1C(=O)Nc1ccc(Cl)cc1	-9	0	-1.8	-0.2	.	1.4	10	-10	-2	-1.2
COc1ccc(OC)c(NC(=O)c2ccc3c(c2)C(=O)N(CC2CCCO2)C3=O)c1 (centres undefined)	-6	3	-1.2	3.2	-7	3.2	-28	28	3	-1.2
CC(=O)Nc1cccc(C(=O)Nc2ccc(S(=O)(=O)NC3=NCCCCC3)cc2)c1	-15	-2	-2.8	2.0	0	4.6	-16	16	-1	-2.4
O=C(NCCCN1CCCC1=O)c1cc(S(=O)(=O)N2CCN(c3ccccc3)CC2)ccc1Cl	-10	-2	-0.2	.	-21	-1.1	7	-7	-2	.
Cc1ccc(NC(=O)Cn2nc(C)c([N+](=O)[O-])c2C)cc1C	4	-2	-0.6	0.7	-16	2.0	-9	9	0	2.2
O=C(CNC(=O)[C@@H]1Cc2ccccc2CN1)NCc1ccco1	5	-2	-1.7	2.9	-10	1.4	-3	3	-4	-1.3
O=C(O)c1cccc(S(=O)(=O)Nc2ccccc2N2CCOCC2)c1	-8	0	-0.8	4.2	1	2.4	10	-10	1	2.1
COC(=O)c1sccc1Oc1ccc(Cl)cc1N1C(=O)CCC1=O	2	-1	2.9	2.1	-1	1.4	-15	15	.	-2.6
O=C(Cc1cccs1)NCc1cc(Cl)cc(Cl)c1	-3	12	-0.8	-1.6	47	0.4	-3	3	.	-0.4
CC1(CCCN2C(=O)c3ccccc3C2=O)OCCO1	.	4	.	1.5	.	1.8	.	.	.	0.1
COc1ccc(NC(=O)CN(C)C(=O)c2cnc(Cl)c(Cl)c2)cc1	2	-1	-2.1	2.9	-18	-1.0	17	-17	-2	-0.6
COc1ccccc1CNC(=O)CN(C)S(=O)(=O)c1ccc(F)cc1	-3	-2	0.5	2.2	-10	1.8	-2	2	-1	1.1
O=C(O)C1=C[C@@H](C2CCCCC2)C[C@@H](OCc2ccc(CO)cc2)O1	5	3	-0.3	-1.6	7	0.6	11	-11	-1	-0.1
CSc1nsc(SCC(=O)Nc2ccc(NC(C)=O)cc2)n1	0	2	-1.3	2.2	13	3.7	5	-5	-4	1.9
Cn1c(SCC(=O)Nc2ccc(C(N)=O)cc2)nc2c(c1=O)SCC2	-20	-4	0.2	-0.4	6	1.6	-35	35	4	-1.7
NC(=O)NC(=O)CSc1ccccc1	-1	-2	0.0	0.8	5	-1.1	33	-33	1	1.9
CCc1c(C)sc(NC(=S)N2CCN(C(=O)C3CCCO3)CC2)c1C(=O)OC (centres undefined)	12	-2	-1.7	.	0	-1.6	-24	24	-6	.
COc1ccccc1CN1CC(C(=O)NCc2ccc(SC)cc2)CCC1=O (centres undefined)	-4	1	-1.8	.	5	1.7	-14	14	-3	.
CCCCCCOc1ccc(/C=c2\s/c(=C(/C#N)C(=O)NCc3ccco3)n(-c3ccccc3)c2=O)cc1	-2	-5	-1.6	-2.4	2	4.7	-4	4	-2	-1.3
Cc1c(CCO)c(=O)n(-c2ccccc2)n1S(=O)(=O)c1ccc(F)cc1	-6	2	-2.8	0.8	0	2.3	15	-15	-3	-1.1
CC(C)(C)C(=O)NCCc1nc2ccccc2n1CC(=O)c1ccc(Cl)cc1	13	-1	-1.7	-2.5	.	3.0	-19	19	.	-2.0
Continued.
SMILES	Tat transport	Wnt act	CAL PDZ FP-1	AddAB inh	MITF TRPM1 HTS	phage Ecoli inh	SR-BI uptake up	SR-BI HDL uptake	CAL PDZ FP-2	E coli growth
Cn1c(Cn2c(=O)sc3ccccc32)nnc1SCc1ccccc1F	?	1	-1.1	2.7	.	3.9	3	-3	.	1.4
O=C(NCc1ccccc1)NC1CC2CCC(C1)N2Cc1ccco1 (centres undefined)	-1	.	-1.1	4.8	.	4.4	-13	13	-1	-0.8
CC1CCN(CC[C@H]2CCCN2S(=O)(=O)c2cccc(O)c2)CC1	?	-1	0.2	3.4	-1	3.2	15	-15	1	1.6
Cc1nc(Nc2ccccc2F)c2oc3ccccc3c2n1	-2	5	-1.0	-0.5	14	0.1	-11	11	-8	-3.4
COc1ccc(CNC(=O)CN(C)S(=O)(=O)c2ccccc2)cc1	3	0	1.0	0.9	1	3.2	-2	2	.	3.0
O=C(c1ccc(Cl)cc1)c1cnc2ccccn12	7	-4	-2.6	-0.5	57	4.8	9	-9	-2	-0.7
Cc1cc(-n2c(C)cc(C(=O)COc3ccc([N+](=O)[O-])cc3)c2C)no1	0	-1	-1.6	-2.2	-5	1.3	-38	38	1	-0.9
CC(C)Oc1ccc(Oc2ccc(C(F)(F)F)cn2)cc1	4	.	-1.9	1.8	26	-0.3	6	-6	-2	3.3
CN(C)CCNC(=O)Nc1ccc(F)cc1F	-8	0	-0.5	1.4	11	4.1	26	-26	.	1.4
O=C(CSc1ccccc1)N1CCC(N2CCC(C(=O)N3CCCC3)CC2)CC1	-2	-2	0.2	2.8	-4	1.5	-1	1	1	0.1
CCCCCCCC(=O)C(C)C(=O)N(C)[C@H](Cc1ccc(OC)cc1)C(=O)N(C)[C@H](C(N)=O)C(C)C (some centres undefined)	5	-1	-0.4	2.5	-2	0.8	0	0	1	-1.2
COC(=O)[C@H](C)NC(=O)Nc1ccc(OC(F)(F)F)cc1	-8	.	-1.1	1.1	4	2.6	23	-23	0	1.8
NCCn1c(-c2ccccc2)cc(C(=O)O)c1-c1ccccc1F	-3	-2	-0.3	2.2	-9	2.2	20	-20	-2	-0.9
O=C(C[C@H]1C[C@H](C(=O)N2CCOCC2)[C@@]2(CCC3CCCC3)c3[nH]c4cc(-c5ccco5)ccc4c3CCN2C1=O)NCc1cccc(C(F)(F)F)c1	-9	-3	0.0	-2.2	-29	2.3	20	-20	0	-2.9
CCc1ccc(NC(=O)N(C2CCC(C)CC2)C2CCN(C(C)=O)CC2)cc1 (centres undefined)	-16	.	0.1	6.4	22	0.3	2	-2	-1	-1.6
Fc1ccc(Nc2nc(-c3ccncc3)nc3ccccc23)cc1	16	.	-1.5	1.4	10	5.9	-78	78*	-1	-2.3
CCN(Cc1cnn(C)c1)C(=O)c1cc(COc2cc(C)c(Cl)c(C)c2)on1	21	9	-1.0	0.7	32	1.4	-6	6	-4	-1.0
O=C(CN1C(=O)CCC1=O)Nc1ccc(Cc2ccc(NC(=O)CN3C(=O)CCC3=O)cc2)cc1	6	0	-1.9	-1.2	-8	2.2	16	-16	.	-1.8
CC(C)c1ccc(C(O)P(=O)(OC2CCCCC2)OC2CCCCC2)cc1 (centres undefined)	.	-12	.	-2.1	.	-3.0	.	.	.	-4.1
Cc1ccc(/C=C2/SC(=S)N(CC(=O)Nc3ncc(Cc4ccc(C)cc4)s3)C2=O)cc1	0	.	.	2.4	11	1.3	15	-15	-3	-1.6
O=C(Nc1nc(-c2ccccn2)cs1)c1ccco1	-1	-1	-0.2	-3.2	0	-4.9	-18	18	.	-5.0
CSc1nc(C)c(CCOC(=O)c2cccc(C)c2)c(=O)[nH]1	-2	.	0.8	2.3	9	3.4	-9	9	8	3.1
COc1ccc(-c2cc(C(F)(F)F)nc(SCC(=O)NCCCN3CCOCC3)n2)cc1	15	.	-1.9	-1.6	-10	3.6	-47	47	0	2.4
CCN(C(=O)COC(=O)C1CCN(S(=O)(=O)c2ccc(C)c(C)c2)CC1)C1CCCCC1	9	5	-1.0	2.7	-4	1.1	4	-4	5	1.4
COC(=O)c1cc(NC(=O)c2cc(-c3ccccc3Cl)oc2C(F)(F)F)ccc1N1CCOCC1	4	-2	0.7	0.1	-1	1.1	-84	84*	-3	-1.1
The list goes on:
SMILES	Tat transport	Wnt act	CAL PDZ FP-1	AddAB inh	MITF TRPM1 HTS	phage Ecoli inh	SR-BI uptake up	SR-BI HDL uptake	CAL PDZ FP-2	E coli growth
CC1CCC(CC(=O)O)(C(=O)O)CC1 (centres undefined)	3	-2	-0.1	.	5	2.1	-5	5	-8	.
CCCCC(C(=O)NC(C)(C)C)N(Cc1ccco1)C(=O)c1snc(C(N)=O)c1N (centres undefined)	3	.	.	-0.8	-2	0.1	-4	4	-4	4.0
Cc1nc2sc(C(=O)O)c(N)c2c2c1COC(C)(C)C2	-4	-1	-1.1	-1.0	8	2.3	-9	9	0	-1.3
Cn1c(=O)c2ncn(C)c2n(C)c1=O	-16	-3	-0.6	.	-7	1.6	24	-24	-4	.
Cc1ccc(NC(=O)COC(=O)CCc2nc3ccccc3c(=O)[nH]2)c(Br)c1	-7	-1	1.0	1.4	1	2.4	12	-12	-3	0.8
CC1CCN(C(=O)c2ccc(NC3=C(Cl)C(=O)N(Cc4ccccc4)C3=O)cc2)CC1	10	0	-0.4	.	3	0.7	-36	36	-3	.
COc1ccc(NC(=O)[C@H](C)NC(=O)[C@@H]2Cc3ccccc3CN2C(=O)OC(C)(C)C)cc1	2	-2	-2.9	-0.5	4	-1.9	30	-30	0	0.8
O=C(COC(=O)Cc1cccc(C(F)(F)F)c1)NC(=O)NC1CCCC1	15	2	0.1	-1.2	-1	2.0	23	-23	.	0.7
Cc1cc(S(=O)(=O)NC2CCCCC2)ccc1-n1cnnn1	-8	0	-0.9	0.5	-13	4.0	-12	12	-1	0.2
Cc1nn(-c2ccccc2)c(C)c1-c1nnc(C(F)(F)F)o1	5	0	0.6	-0.3	16	2.1	.	.	-4	-1.2
Cc1nnsc1-c1nnc(SCC(=O)c2ccc(C#N)cc2)n1C1CC1	0	-21	0.0	1.6	3	-0.6	1	-1	-5	-0.3
Cc1ccc2nc(SCC(=O)N(CC(C)C)c3c(N)n(Cc4ccccc4)c(=O)[nH]c3=O)[nH]c2c1	2	-3	-0.9	0.1	-7	5.0	13	-13	5	0.4
CNC(=S)/N=C/NOCc1ccc(Cl)cc1Cl	-2	-18	-0.3	5.5	-27	7.9	-26	26	-7	7.2
COc1ccc(CCNC(=O)c2ccccc2OCc2ccccc2)cc1	11	6	-2.6	0.9	-7	1.5	-32	32	-3	1.3

From PubChem BioAssay
